Compound activity (PubChem BioAssay)
LMPTP inh = blocks human LMPTP phosphatase; P24666; recombinant LMPTP-A, OMFP fluorogenic substrate, fluorescence intensity; inhibition, % at 20 µM; hit rate 0.22% among 360,000; AID 651560;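 active means compounds that cut the enzyme signal by at least half of the control window in the single-dose screen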;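 further: plate controls were DMSO wells with enzyme plus substrate for no effect and substrate without enzyme for full effect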
Target sequence (P24666 whole entry, looked up): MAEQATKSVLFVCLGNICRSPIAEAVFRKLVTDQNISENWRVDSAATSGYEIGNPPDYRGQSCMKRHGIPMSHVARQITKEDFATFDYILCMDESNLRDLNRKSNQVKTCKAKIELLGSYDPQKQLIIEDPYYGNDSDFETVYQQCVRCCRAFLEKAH
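Test system: LMPTP-A phosphatase enzyme; input: 0.625 nM LMPTP-A final; reagent: OMFP substrate, 400 µM final; compound dosing: 20 µM single dose, 3% DMSO; incubation: 50 min dark incubation at room temperature; measured by: endpoint fluorescence intensity from OMFP dephosphorylation; measure: % inhibition relative to no-enzyme and uninhibited control wells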
SUMO1 PPI mod = alters human SUMO1 binding to SIM partners; P63165; SUMO1 binding to a labelled peptide, TR-FRET, 1 h; inhibition, % at 20 µM; hit rate 0.33% among 360,000; AID 602429; in the data active means inhibition above about 37%
CSN inh = inhibitors of human CSN-mediated cullin deneddylation; Q92905; Purified CSN, SCF-Nedd8-OG deneddylation, fluorescence polarization; inhibition, % at 12.5 µM; hit rate 0.38% among 360,000; AID 651999;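 active means pattern-corrected inhibition above about 35%, with an unprinted fluorescence ratio check between 0.5 and 1.5, limit read from the data, passing the limit was not always enough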;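 further: 0% = enzyme with substrate and 100% = substrate without enzyme; some results filed as inactive read as strong as hits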
Target sequence (Q92905 whole entry, looked up, one chain of several): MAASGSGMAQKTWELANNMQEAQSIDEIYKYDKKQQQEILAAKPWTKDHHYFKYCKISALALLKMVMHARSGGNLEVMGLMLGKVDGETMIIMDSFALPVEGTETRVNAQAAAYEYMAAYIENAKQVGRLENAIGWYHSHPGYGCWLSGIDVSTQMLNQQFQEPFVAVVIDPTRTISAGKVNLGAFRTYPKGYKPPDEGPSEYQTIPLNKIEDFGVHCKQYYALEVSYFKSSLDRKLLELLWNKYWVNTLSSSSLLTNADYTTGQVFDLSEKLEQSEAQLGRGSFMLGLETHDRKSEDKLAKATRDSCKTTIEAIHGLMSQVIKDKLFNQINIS
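Test system: Human Csn5 produced in HEK293T cells | Compound: 12.5 µM single point | Times: 90 min, room temperature | Signal: Fluorescence polarization readout | Read-out basis: % inhibition of substrate cleavage by Csn5 | Controls: no-enzyme wells high, enzyme-with-substrate wells low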
STEP inh = blocks human striatal-enriched tyrosine phosphatase | P54829 | recombinant STEP, OMFP fluorogenic substrate, fluorescence | inhibition, % at 20 µM | hit rate 0.25% among 360,000 | AID 588621;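 active means inhibition at 20 µM, scaled per plate between control wells, above about 37%, limit read from the data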;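 further: 0% = DMSO with enzyme and substrate and 100% = substrate only without enzyme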
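Test system: STEP tyrosine phosphatase / Reagent: OMFP at 25 µM / Doses: 20 µM, 1% DMSO / Read-out: percent inhibition scaled to no-enzyme and uninhibited-enzyme controls, plate-pattern corrected / Detection: FITC-channel fluorescence of OMFP product / Medium: Bis-Tris buffer pH 6.0, 2.5 mM DTT, 0.005% Tween 20 / Schedule: 20 min at room temperature, dark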
Neddyl block = blocks human cullin neddylation; P61081+Q13564; AID 651699; calls only at 25 µM; hit rate 0.58% among 360,000; TR-FRET cullin neddylation, biochemical; in the data active means inhibition above about 36%
DNMT1 inh = inhibitors of human DNMT1; inhibition (reported as % activation of signal), % at 10 µM; hit rate 0.83% among 360,000; DNMT1 molecular beacon, Hinp1I cleavage, fluorescence; P26358; in the data active means inhibition above about 50%
Rin1-Abl PPI inh = human Rin1-Abl interaction inhibition. P00519+Q13671. TR-FRET Rin1/Abl binding, biochemical. inhibition, % at 7.35 µM. hit rate 0.4% among 360,000; in the data active means inhibition above about 5%, passing the limit was not always enough
Rpn11 inh = Rpn11 (human) deubiquitinase inhibition | O00487 | human 26S proteasome, Ub4-pepOG fluorescence polarization; 20S core pre-blocked with epoxomicin | calls only at 20 µM | hit rate 0.59% among 360,000 | AID 588493;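 active means inhibition at 20 µM, scaled to each plate's controls, above about 33%, limit read from the data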
Target sequence (O00487 whole entry, looked up): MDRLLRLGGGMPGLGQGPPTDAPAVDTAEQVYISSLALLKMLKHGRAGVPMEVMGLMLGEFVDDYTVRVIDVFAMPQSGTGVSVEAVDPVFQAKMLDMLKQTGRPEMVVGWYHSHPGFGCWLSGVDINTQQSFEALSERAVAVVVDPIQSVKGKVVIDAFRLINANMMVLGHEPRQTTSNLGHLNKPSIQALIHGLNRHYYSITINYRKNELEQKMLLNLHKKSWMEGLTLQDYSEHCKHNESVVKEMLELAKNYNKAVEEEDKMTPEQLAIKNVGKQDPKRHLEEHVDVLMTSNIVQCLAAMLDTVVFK
Scp-1 inhibitor = blocks human Scp-1 phosphatase activity; Q9GZU7; Recombinant Scp1, phosphopeptide, malachite green phosphate absorbance; inhibition, % at 20 µM; hit rate 0.88% among 340,000; AID 493091;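 active means inhibition above about 50% at 20 µM, limit read from the data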;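 further: plate controls were DMSO wells with enzyme for no effect and wells lacking enzyme for full effect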
Target sequence (Q9GZU7 76-261 limits assumed): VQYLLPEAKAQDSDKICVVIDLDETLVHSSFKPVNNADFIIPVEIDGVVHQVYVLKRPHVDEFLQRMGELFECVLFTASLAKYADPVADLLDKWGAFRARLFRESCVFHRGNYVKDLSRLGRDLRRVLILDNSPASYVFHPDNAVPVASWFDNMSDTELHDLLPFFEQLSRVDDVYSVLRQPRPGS
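System: truncated SCP-1 phosphatase (76-261aa); medium: Tris acetate buffer pH 5.5 with MgCl2 and Tween-20; incubation: 45 min room-temperature reaction, 5 min colour, 30 min stabiliser; compound: single 20 µM dose, 1% DMSO; reagent: Phosphorylated 17-residue peptide substrate; read-out: % inhibition at 20 µM; technique: colorimetric free-phosphate detection, absorbance 630 nm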
NadD block = blocks S. aureus nicotinate mononucleotide adenylyltransferase | purified NadD enzyme, colorimetric absorbance read-out | hit rate 0.78% among 360,000 | inhibition, % at 20 µM; in the data active means inhibition above about 26%; further: some compounds past the cut are filed as inactive
* marks the source's active call; other numbers are inactive results; i = inactive; / = no result given.

SUMO1 PPI mod	Scp-1 inhibitor	CSN inh	NadD block	DNMT1 inh	LMPTP inh	STEP inh	Rpn11 inh	Rin1-Abl PPI inh	Neddyl block	mol
-3.2	-4.3	-2.5	-1.0	6.4	2.2	-0.3	i	-0.9	i	Cc1cc(N/N=C/c2ccc(F)cc2)nc(-n2nc(C)cc2C)n1
0.1	-5.0	0.6	-2.5	-0.3	1.2	-1.3	i	0.0	i	O=C(NC(Cc1ccccc1)C(=O)N1CCCCCC1)c1ccccc1 (stereo not drawn)
1.2	0.2	-8.1	-0.8	1.0	-0.7	-3.4	i	0.1	i	O=C(CN(C1CCCCC1)S(=O)(=O)c1ccc(Cl)cc1)NCCCO
1.7	-5.3	-4.1	-5.6	0.0	-0.3	-1.1	i	3.5	i	COc1ccc(NC(=O)CN2C(=O)NC3(CCCC3)C2=O)cc1
4.2	-9.5	-1.4	-6.4	0.1	-0.7	1.6	i	-1.3	i	Cc1cc(NS(=O)(=O)c2ccc(NC(=O)COc3ccc(Cl)cc3)cc2)no1
-0.6	4.6	0.3	4.4	-5.2	0.3	-0.5	i	2.4	i	CCn1cc(S(=O)(=O)CC(=O)Nc2ccc3c(c2)OCCO3)c2ccccc21
0.4	0.7	-3.8	1.8	7.5	-0.1	-1.4	i	-2.8	i	CC(=O)OCC1(C)CN(c2ccccc2)NC1=O (stereo not drawn)
-1.2	-4.6	-0.2	-4.1	0.8	-1.2	-0.7	i	-0.5	i	COc1ccccc1CNC(=O)CSc1nc2ccccc2c(=O)n1CCCN1CCOCC1
5.9	/	-0.7	0.7	-3.2	-0.7	-6.8	i	2.4	i	COc1ccc(S(=O)(=O)NC(=O)C2(C)CCN2C(=O)c2ccc(C(F)(F)F)nc2C)cc1 (stereo not drawn)
-3.0	-4.5	-2.3	0.4	-7.2	-0.2	-1.4	i	0.7	i	CN(CC1CCOCC1)C(=O)CC1C(=O)NCCN1CC1CCCCC1 (stereo not drawn)
-5.8	-2.4	1.1	-5.8	-3.3	-0.2	1.7	i	-1.2	i	Cc1[nH]n(-c2ccccc2)c(=O)c1N=Nc1ccc(Cl)cc1
-1.6	-0.3	2.0	-6.5	2.1	0.5	-0.4	i	-3.6	i	COCCNC(=O)CN(C(=O)CCC(=O)Nc1cc(C)on1)c1cccc(C)c1C
0.4	-6.2	-8.7	-4.9	0.5	0.4	0.4	i	5.0	i	COc1cc(C(=O)NCCC(=O)N2CCN(C)CC2)cc(OC)c1OC
0.2	-9.8	4.0	3.3	-7.2	2.3	-2.2	i	2.2	i	O=C(NN=Cc1ccc(OC(F)F)cc1)c1ccc(NS(=O)(=O)c2cccs2)cc1
3.0	-4.6	-0.9	-2.5	4.2	-1.6	-4.1	i	2.6	i	CC(=O)NCCc1nc2cc(NC(=O)c3ccccc3)ccc2n1C

Three compounds from above, sorted by the number in NadD block, highest first.
SUMO1 PPI mod	Scp-1 inhibitor	CSN inh	NadD block	DNMT1 inh	LMPTP inh	STEP inh	Rpn11 inh	Rin1-Abl PPI inh	Neddyl block	mol
0.2	-9.8	4.0	3.3	-7.2	2.3	-2.2	i	2.2	i	O=C(NN=Cc1ccc(OC(F)F)cc1)c1ccc(NS(=O)(=O)c2cccs2)cc1
0.4	0.7	-3.8	1.8	7.5	-0.1	-1.4	i	-2.8	i	CC(=O)OCC1(C)CN(c2ccccc2)NC1=O (stereo not drawn)
-3.0	-4.5	-2.3	0.4	-7.2	-0.2	-1.4	i	0.7	i	CN(CC1CCOCC1)C(=O)CC1C(=O)NCCN1CC1CCCCC1 (stereo not drawn)

Back to the main list with the two entries that preceded the break.
SUMO1 PPI mod	Scp-1 inhibitor	CSN inh	NadD block	DNMT1 inh	LMPTP inh	STEP inh	Rpn11 inh	Rin1-Abl PPI inh	Neddyl block	mol
0.2	-9.8	4.0	3.3	-7.2	2.3	-2.2	i	2.2	i	O=C(NN=Cc1ccc(OC(F)F)cc1)c1ccc(NS(=O)(=O)c2cccs2)cc1
3.0	-4.6	-0.9	-2.5	4.2	-1.6	-4.1	i	2.6	i	CC(=O)NCCc1nc2cc(NC(=O)c3ccccc3)ccc2n1C
-2.8	4.7	-8.0	0.9	2.6	0.4	-0.9	i	-1.0	i	O=C(NNS(=O)(=O)c1ccc(Cl)cc1)c1cccs1
1.6	-6.8	0.3	0.1	1.0	-0.5	-0.1	i	-3.5	/	CCOC(=O)C1CCN(C(=O)Cn2nc(C)n3nc(-c4ccc(OC)cc4)cc3c2=O)CC1
-16.0	-6.2	-3.9	-3.0	1.6	-1.4	3.3	i	-4.4	i	O=C(COc1ccccc1[N+](=O)[O-])Nc1cccnc1
-0.2	10.0	4.6	10.6	-4.5	-2.0	-3.0	i	-1.5	i	S=C(NCCc1ccccc1)N1CCCCC1
0.2	-0.8	3.4	3.4	-0.1	-0.5	-2.7	i	-0.4	i	O=C(CSc1nnc(-c2ccccc2)o1)N1CCCCC1
5.3	-1.8	4.7	-3.1	-0.1	-0.9	-0.8	i	0.2	i	O=C(Nc1ccc(Oc2cccnc2)cc1)C1CCCCN1Cc1ccc(CO)o1 (stereo not drawn)
-4.2	-5.4	-1.9	-4.2	3.1	-0.7	0.7	i	-4.0	i	CC(NS(=O)(=O)c1ccccc1)c1n[nH]c(=S)n1-c1ccccc1 (stereo not drawn)
3.7	-6.7	-1.3	1.3	0.8	-2.2	2.3	i	-1.1	i	O=C(O)C(CCc1ccccc1)(Cc1ccccc1)C(=O)O
-13.8	-4.6	0.8	3.6	-10.3	2.5	2.2	i	-0.6	i	COc1ccc(/C=C/C(=O)c2ccncc2)c2ccccc12
-1.0	-10.0	-2.2	-6.4	0.4	0.9	2.7	i	-2.0	i	Cc1ccc(S(=O)(=O)NCCC(=O)NCCSc2ccc(Br)cc2)cc1
0.4	-5.9	-0.1	-0.3	-6.0	2.5	3.5	i	0.0	i	CCOC(=O)C1CCN(CC(=O)Nc2cc(C)nn2-c2nc3ccccc3s2)CC1
-0.1	-6.2	1.0	-1.8	1.9	-2.1	-0.7	i	-4.3	i	Cc1c(CCO)c(=O)n(-c2ccccc2)n1S(=O)(=O)c1ccc(F)cc1
-22.8	-9.1	20.4	-0.9	4.1	4.8	0.4	/	-3.1	/	CN(C)c1ccc(/C=C2\N=C(C(C)(C)C)OC2=O)cc1
5.9	-3.9	1.1	-6.9	-1.0	0.4	-3.3	i	-3.3	i	CCN1C(=O)CSC1=Nc1ccc(Cl)c(Cl)c1
-0.5	-6.8	-3.0	1.6	0.6	-1.2	-0.5	i	-1.9	i	CN(CC(=O)Nc1ccc(C(N)=O)cc1)S(=O)(=O)c1ccc2c(c1)OCCO2

(cont.)
SUMO1 PPI mod	Scp-1 inhibitor	CSN inh	NadD block	DNMT1 inh	LMPTP inh	STEP inh	Rpn11 inh	Rin1-Abl PPI inh	Neddyl block	mol
1.3	-5.8	0.3	2.4	2.0	-0.8	-5.9	i	-2.2	i	CC1CN(C(=O)CCC(=O)N2CCCCC2)c2ccccc2O1 (stereo not drawn)
2.9	-3.8	-2.6	-3.4	4.2	-0.4	1.2	i	1.2	i	C[N+](C)=C1SCC(C)(/C=N/O)S1 (stereo not drawn)
-1.9	-2.3	0.2	-11.7	2.2	-1.1	-1.7	i	-0.4	i	O=C(NCCNC1CCC(c2ccccc2)CC1)c1cccs1 (stereo not drawn)
8.1	11.0	10.4	12.5	-10.9	3.1	3.6	i	-1.8	i	NNc1nc2sc3c(c2c(=O)n1Cc1ccccc1)CCC3
-4.4	-5.5	-3.9	-5.0	1.4	-2.3	3.3	i	1.6	i	Cc1cc(C)cc(N(C(=O)c2cc3ccccc3oc2=O)C2C=CS(=O)(=O)C2)c1 (stereo not drawn)
-6.8	-4.9	1.6	-3.8	38.1	0.6	0.1	i	-0.7	i	O=C(N/N=C/c1cn(CCOc2ccccc2)c2ccccc12)c1ccncc1
9.1	-0.1	0.9	1.0	-4.5	-1.1	3.5	i	0.4	i	CCC1(c2ccc(Cl)cc2)NC(=O)N(CC(=O)NC2(C#N)CCCCC2)C1=O (stereo not drawn)
-0.5	-5.0	-6.3	8.1	0.9	-1.4	-0.4	i	-2.8	i	CCOc1ccc(S(=O)(=O)NCc2ccccn2)c(C)c1C
0.6	-1.0	4.3	4.1	0.5	0.6	1.9	i	-2.6	i	CCCCC(OC(=O)c1cc2occc2n1C)C(=O)NCC1CCCO1 (stereo not drawn)
0.6	1.6	-7.9	-1.8	1.4	0.3	-0.7	i	-2.5	i	CCOc1ccc(Br)cc1CSC(=N)N
1.1	-2.2	-2.3	-3.9	-9.2	0.3	0.2	i	-0.8	i	COc1cc2nc(NC(=O)c3ccc(Cl)cc3)[nH]c(=O)c2cc1OC
1.4	3.8	3.0	2.5	-0.1	-1.1	2.9	i	1.7	i	Cc1cc(C)cc(N2CCCn3c2nc2c3c(=O)n(CCN3CCOCC3)c(=O)n2C)c1
-4.8	-10.4	-3.6	-2.1	5.8	-0.7	4.3	i	1.3	/	O=C(CN1C(=O)NC2(CCCCC2)C1=O)Oc1ccc2ccc(=O)oc2c1
-4.5	4.7	3.9	-1.0	0.6	-1.8	1.2	i	-7.2	i	CC(C)NC(=O)CC1Nc2c3ccccc3nc(=S)n2C1=O (stereo not drawn)
0.0	-5.5	-0.4	2.3	2.5	-1.1	2.3	i	-2.7	i	O=C(CNC(=O)c1ccccc1F)NCC(c1cccs1)N1CCOCC1 (stereo not drawn)

(next part)
SUMO1 PPI mod	Scp-1 inhibitor	CSN inh	NadD block	DNMT1 inh	LMPTP inh	STEP inh	Rpn11 inh	Rin1-Abl PPI inh	Neddyl block	mol
-8.5	/	-3.6	5.5	6.4	-1.0	0.5	i	4.8	i	CC(C)COC(=O)N1CCCCC1c1cc(C(=O)NC(C)C)no1 (stereo not drawn)
3.1	-2.2	1.5	7.8	-2.0	-1.9	-2.3	i	2.2	i	CCOC(=O)c1cnc(SCC(=O)NCc2ccco2)nc1N
-1.1	-3.0	1.4	-8.2	0.6	-3.3	-1.7	i	-1.1	i	O=C(Nc1ccc(Cl)c(Cl)c1)N1CCC(N2CCCCC2)CC1
20.7	10.6	1.7	-4.4	-1.4	0.0	-1.6	i	1.7	i	CC(C)[C@H](NC(=O)c1ccc(Cl)cc1)C(=O)OCC(=O)N1CCN(c2ccccc2)CC1
